Screening data (PubChem BioAssay)
L3MBTL1 inh: qHTS Assay for the Inhibitors of L3MBTL1 | actives 0.66% (n = 230,000) | Potency, µM (titrated, usually from 57.1 µM), for inactives: at the top dose activity, negative = inhibition, usual class: inhibitors | AID 485360, 2010 | AlphaScreen L3MBTL1–H3K9me1 peptide binding | Lethal(3)malignant brain tumor-like protein 1 (Homo sapiens), Q9Y468; active = well fitted inhibition curve with a large enough effect; inconclusive = small, poorly fitted or top-dose-only effect; inactive = no such curve, though single readings can be large or run the other way; note: nearly all actives have a fitted effect of over 60% in size
Target sequence (Q9Y468 whole entry, looked up): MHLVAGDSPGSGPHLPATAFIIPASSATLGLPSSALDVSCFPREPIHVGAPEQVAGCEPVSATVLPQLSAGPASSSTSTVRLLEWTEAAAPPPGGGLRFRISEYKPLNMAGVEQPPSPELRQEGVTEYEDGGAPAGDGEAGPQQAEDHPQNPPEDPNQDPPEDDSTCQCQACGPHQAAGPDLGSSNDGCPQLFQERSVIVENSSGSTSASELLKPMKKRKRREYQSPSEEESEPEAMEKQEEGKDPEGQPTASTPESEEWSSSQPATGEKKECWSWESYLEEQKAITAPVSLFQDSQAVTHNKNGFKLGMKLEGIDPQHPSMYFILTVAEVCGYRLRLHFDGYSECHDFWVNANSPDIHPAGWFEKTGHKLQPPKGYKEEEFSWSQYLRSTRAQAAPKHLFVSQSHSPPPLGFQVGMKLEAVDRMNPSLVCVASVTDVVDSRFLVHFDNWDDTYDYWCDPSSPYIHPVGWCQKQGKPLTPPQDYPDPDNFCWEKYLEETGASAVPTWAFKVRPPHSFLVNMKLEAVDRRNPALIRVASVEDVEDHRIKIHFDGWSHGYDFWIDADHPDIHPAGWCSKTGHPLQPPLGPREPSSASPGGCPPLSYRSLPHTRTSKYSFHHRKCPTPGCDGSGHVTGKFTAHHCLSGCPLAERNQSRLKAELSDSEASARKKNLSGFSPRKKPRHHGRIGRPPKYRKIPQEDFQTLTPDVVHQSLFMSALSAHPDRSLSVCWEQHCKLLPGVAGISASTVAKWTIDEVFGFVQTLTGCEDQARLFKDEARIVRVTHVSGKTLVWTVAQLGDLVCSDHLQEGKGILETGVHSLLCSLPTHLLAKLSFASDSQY
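First, the protein-peptide complex forms for 30 min at room temperature (L3MBTL1 50 nM, biotinylated H3K9me1 peptide 75 nM). Next, compounds are pin-transferred and incubated 30 min. Finally, AlphaScreen beads are added and read after 30 min.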
Numbers without * were called inactive; ? = inconclusive. % is set by controls: 0 for no effect and ±100 for the full control effect; potency is the fitted concentration of half-maximal effect. Not all compounds are listed; the hit share may differ from the screen's.

SMILES	L3MBTL1 inh
CC1O[C@@H](OC2C(O)C(C)O[C@H](OC(=O)[C@]34CCC(C)(C)C[C@H]3C3=CCC5[C@@]6(C)CC(O)C(O[C@@H]7OC(CO)C(O)[C@@H](O)[C@@H]7O)[C@@](C)(C(=O)O)C6CC[C@@]5(C)[C@]3(CO)CC4)C2O[C@H]2OC(C)[C@@H](O[C@@H]3OCC(O[C@@H]4OC(CO)C(O)[C@H](O)C4O)[C@@H](O)[C@@H]3O)[C@H](O)C2O)C(O)C(O)C1O (some centres undefined)	1%
CC(C)(C)OC(=O)C[C@H]1C/C=C\C[C@H](CC(=O)NCCO)C(=O)N[C@@H](c2ccccc2)COC1=O	3%
COc1cc2[nH]cc(C(=O)NCc3ccccc3)c(=O)c2cc1OC	5%
O=C(O)c1ccccc1C(=O)OCCc1cc2ccccc2c(=O)o1	2%
Cc1ccccc1OCC(=O)Nc1ccc(S(=O)(=O)N2CCCC2)cc1	-7%
Cc1cc(C)nc(NC(=O)c2ccc(C)c(C)c2)n1	3%
COc1cc(NC(=O)c2cc(S(=O)(=O)N3CCCCC3)ccc2N2CCOCC2)cc(OC)c1	-1%
CC1CCN(C(=O)COC(=O)/C=C/c2ccco2)CC1	-26%
CC[n+]1c(/C=C/c2cc([N+](=O)[O-])ccc2O)ccc2ccccc21	-7%
NC(=O)c1nn(CC(=O)Nc2cccc(S(=O)(=O)N3CCCC3)c2)c(=O)c2ccccc12	-11%
O=C1/C(=C\c2cccc(O)c2O)SC(=S)N1Cc1ccccc1	-9%
COc1ccccc1N1CCN(C(=O)c2ccccc2SCC(=O)NCc2ccco2)CC1	-2%
CC(C)(C)OC(=O)N1CCN(C(=O)c2[nH]cnc2C(=O)Nc2ccon2)CC1	7%
COc1ccc(NC(=O)N2CCCC2C(=O)NCCc2ccccc2)cc1 (centres undefined)	-5%
O=C(O)COc1ccc(/C=C2/SC(=S)N(Cc3ccccc3)C2=O)cc1	-13%
CC(Oc1ccccc1)C(=O)N1CCN(c2ccc(N3CCCCCC3)nn2)CC1 (centres undefined)	-6%
Fc1cccc(CCN2CCN=C2Nc2ccccc2)c1	1%
COC(=O)[C@H](Cc1ccccc1)[C@@H](C)OS(N)(=O)=O	2%
COc1ccc(OCCN2CCN(S(=O)(=O)c3ccccc3C(F)(F)F)CC2)cc1	-1%
Cc1cc(S(=O)(=O)N2CCC3(CC2)OCCN3S(=O)(=O)c2cccs2)ccc1F	-1%
COC(=O)[C@@]1(Cc2ccccc2)[C@H]2C(=O)N(C)C(=O)[C@H]2[C@H]2CN=C(SC)N21	7%
CCc1noc(C)c1C(=O)Nc1cc(S(=O)(=O)N2CCCCC2)ccc1N(C)C	-3%
Cc1cc(C(=O)Nc2ccccc2N2CCOCC2)no1	1%
CN(Cc1cccs1)C(=O)CN1C(=O)c2ccccc2S1(=O)=O	1%
CN(C)c1oc(-c2ccco2)nc1S(=O)(=O)c1ccc(Br)cc1	2%
COc1cccc(NC(=O)COC(=O)CC2CC3CCC2C3)c1 (centres undefined)	2%
Cc1ccc(S(=O)(=O)Nc2ccccc2N2CCCCC2)cc1	26%
COC(=O)c1[nH]c2cc(OC)c(OC)cc2c1NC(=O)CN1C[C@H]2C[C@@H](C1)c1cccc(=O)n1C2	4%
C=CCn1c2ccccc2c2nnc(SCCN3CCCCC3)nc21	-13%
Cn1c(N)c(C(=O)COC(=O)Cc2ccc(Cl)cc2)c(=O)n(C)c1=O	-1%

3 compounds already listed, sorted by SMILES length, falling.
SMILES	L3MBTL1 inh
CCc1noc(C)c1C(=O)Nc1cc(S(=O)(=O)N2CCCCC2)ccc1N(C)C	-3%
C=CCn1c2ccccc2c2nnc(SCCN3CCCCC3)nc21	-13%
Cc1cc(C(=O)Nc2ccccc2N2CCOCC2)no1	1%

(next part)
SMILES	L3MBTL1 inh
CCn1c(=O)c(C(=O)NCc2ccccc2Cl)c(O)c2ccccc21	5%
N#Cc1ccccc1OCC(=O)Nc1ccc(N2CCOCC2)cc1N1CCOCC1	-4%
CCCCN(C(=O)c1cc2c(s1)CCC2)c1c(N)n(CC(C)C)c(=O)[nH]c1=O	-9%
COc1cccc(NC(=O)C2CCC2)c1	10%
O=C(NCCN1CCOCC1)c1cccc(S(=O)(=O)Nc2ccc(Br)cc2)c1	3%
CCN(CC)S(=O)(=O)c1ccc2[nH]c(=O)cc(C(=O)NCC(c3ccco3)N3CCCC3)c2c1 (centres undefined)	1%
COc1ccccc1C(=O)NC(=O)COc1ccc([N+](=O)[O-])cc1	-4%
O=C(NCc1ccccn1)C1CCN(S(=O)(=O)c2ccccc2C(F)(F)F)CC1	2%
Cc1cccc(CCNC(=O)c2cc(S(=O)(=O)N3CCCC3)cn2C)c1	13%
CCOc1ncccc1C(=O)Nc1cccc(S(=O)(=O)NC2=NCCC2)c1	-1%
Cc1cccc(NC(=O)CSc2nnc3ccc(-c4ccccn4)nn23)c1	4%
Cc1ccccc1NC(=O)C1C2CCCCC21 (centres undefined)	-6%
CCN(C(=O)Cn1ccc(C(F)(F)F)n1)c1c(N)n(Cc2ccccc2)c(=O)[nH]c1=O	7%
CCOc1ccc(S(=O)(=O)NCCC(=O)NCCc2ccc(OCC)c(OCC)c2)cc1	-9%
COc1ccc(CC(=O)Oc2ccc(Cl)cc2Br)cc1S(=O)(=O)N1CCOCC1	4%

Continued, starting with the last 2 of the part before.
SMILES	L3MBTL1 inh
CCOc1ccc(S(=O)(=O)NCCC(=O)NCCc2ccc(OCC)c(OCC)c2)cc1	-9%
COc1ccc(CC(=O)Oc2ccc(Cl)cc2Br)cc1S(=O)(=O)N1CCOCC1	4%
COc1ccc2[nH]c3c(c2c1)CCN1C(=O)C(CC(=O)NCCc2ccccn2)C[C@H](C(=O)N2CCOCC2)[C@@]31CCC1CCCC1 (some centres undefined)	4%
O=C(CCCN1C(=O)NC2(CCCC2)C1=O)Nc1ccc(F)cc1	2%
C=CCOc1ccccc1CN1CCN(CCc2ccccc2)C(CCO)C1 (centres undefined)	-6%
Cc1c(NC(=O)CSc2ccc3ccccc3n2)c(=O)n(-c2ccccc2)n1C	-2%
CCN1C(=O)[C@H]2[C@@H](c3ccc(SC4CCCCC4)cc3)N[C@@](CC(C)C)(C(=O)OC)[C@H]2C1=O	1%
COc1ccccc1C(CNC(=O)c1ccc(S(=O)(=O)N2CCCCC2)cc1)N(C)C (centres undefined)	-3%
CC(NC(=O)CN1CCN(S(=O)(=O)c2ccc(Br)cc2)CC1)c1ccccc1 (centres undefined)	?
CCOC(=O)c1c(C)[nH]c(C(=O)OCC(=O)NCc2ccc(OC)c(OC)c2)c1C	-6%
CCCCCN(C(=O)CCC(=O)OCC(=O)N(C)Cc1ccccc1C)c1c(N)n(CCCC)c(=O)[nH]c1=O	3%
CN(C)Cc1c(O)ccc2c(=O)c(-c3ccc(Cl)cc3)coc12	-3%
CC(=O)N1c2ccc(S(=O)(=O)N3CCCC(C(=O)Nc4ccc(C)cc4C)C3)cc2CC1C (centres undefined)	-2%
CC(C)C[C@H](NC(=O)c1nc[nH]c1C(=O)NCC(=O)OCc1ccccc1)C(=O)OCc1ccccc1	25%
CCN(CC)S(=O)(=O)c1ccc(N2CCOCC2)c(NC(=O)CN2C(=O)NC(C)(c3ccccc3)C2=O)c1 (centres undefined)	-3%
O=C(Nn1cnnc1)c1ccc(Cl)cc1	2%
Cc1ccc(S(=O)(=O)NCCC(=O)NC2CCN(Cc3ccccc3)CC2)cc1	28%
Cc1nnc(N=c2ssnc2Cl)o1	-4%
COc1ccc(C(=O)COC(=O)c2nc3nccc(C)n3n2)cc1F	1%
C[C@H](CO)N1C[C@H](C)[C@@H](CN(C)C(=O)Nc2ccc(C(F)(F)F)cc2)Oc2c(NC(=O)Nc3ccc4c(c3)OCO4)cccc2C1=O	-8%
CCCCN(C(=O)/C=C/c1ccccc1)C1CCS(=O)(=O)C1 (centres undefined)	6%
Cc1csc(=O)n1CCC(=O)OCC(=O)Nc1cccc(C#N)c1	4%
c1ccc(CN2CCN(c3ncccn3)CC2)cc1	10%
COc1ccc(C(C)NC(=O)c2ccncc2)cc1 (centres undefined)	2%
Cc1ccc(Nc2nnc(SCC(=O)NCC3CCCO3)s2)cc1 (centres undefined)	4%
CC(C)CN(C(=O)CSc1nnc(-c2cccs2)n1N)c1c(N)n(Cc2ccccc2)c(=O)[nH]c1=O	-7%
C=CCOc1c(Cl)cc(CNCCCN2CCOCC2)cc1OC	2%
Cc1ccc(S(=O)(=O)N2CCOCC2)cc1NC(=O)CN1C(=O)NC(C)(c2ccc(Cl)cc2Cl)C1=O (centres undefined)	-3%
Cc1cc(-n2c(C)cc(C(=O)COc3cccnc3[N+](=O)[O-])c2C)no1	-6%
COc1cc2c(cc1OC)C(c1ccccc1OC(C)C)CC(=O)N2 (centres undefined)	0%
CCCCn1c(N)c(N(CC(C)C)C(=O)c2ccc(C)o2)c(=O)[nH]c1=O	1%
CC(NC(=O)CN1C(=O)NC2(CCCCCC2)C1=O)c1ccccc1Cl (centres undefined)	-5%

7 compounds picked at random from those above, as already listed:
SMILES	L3MBTL1 inh
CN(Cc1cccs1)C(=O)CN1C(=O)c2ccccc2S1(=O)=O	1%
O=C(O)c1ccccc1C(=O)OCCc1cc2ccccc2c(=O)o1	2%
Cc1ccc(Nc2nnc(SCC(=O)NCC3CCCO3)s2)cc1 (centres undefined)	4%
O=C1/C(=C\c2cccc(O)c2O)SC(=S)N1Cc1ccccc1	-9%
COc1ccc(NC(=O)N2CCCC2C(=O)NCCc2ccccc2)cc1 (centres undefined)	-5%
COc1cccc(NC(=O)COC(=O)CC2CC3CCC2C3)c1 (centres undefined)	2%
Cc1cc(C)nc(NC(=O)c2ccc(C)c(C)c2)n1	3%

(cont.)
SMILES	L3MBTL1 inh
CCN(Cc1nc2ccccc2c(=O)[nH]1)C(=O)CN1C(=O)NC2(CCCCC2C)C1=O (centres undefined)	7%
Cc1cccc(C(=O)O[C@H]2[C@H](Cc3ccccc3)NS(=O)(=O)[C@H]3CC4C=C[C@]23O4)c1	0%
CC1Cc2ccccc2N1C(=O)COC(=O)c1cccc(Br)c1 (centres undefined)	16%
CC1=C(C(=O)OC2CCCCC2)C(c2ccc(O)cc2)NC(=O)N1 (centres undefined)	-6%
O=[N+]([O-])c1ccc(N2CCN(S(=O)(=O)c3ccccc3)CC2)cc1	-9%
COc1ccccc1N1C(=O)S/C(=C\c2ccc(C)s2)C1=O	-5%
O=C(CN1CCN(C(=O)CCC(=O)N2CCC(c3ccccc3)=N2)CC1)Nc1ccc(F)cc1	-3%
Cc1cc(=O)n2nc(N3CCCC3C(=O)Nc3ccc(C(C)C)cc3)sc2n1 (centres undefined)	10%
Cc1cccc(NS(=O)(=O)c2ccc(C)c(C(=O)NCc3ccncc3)c2)c1	-4%
N#CC(c1ccccc1)c1cnccn1 (centres undefined)	5%
Cc1cc(=O)oc2cc(OCC(=O)OC(C)C(=O)Nc3ccc(S(N)(=O)=O)cc3)ccc12 (centres undefined)	1%
CCN(CC(=O)Nc1c(F)cccc1F)C(=O)c1ccc(C2SCCS2)cc1	8%
CC(=O)c1ccc(C(=O)Nc2sc3c(c2C(N)=O)CCN(Cc2ccccc2)C3)cc1	-2%
c1ccc2c(c1)CCN(C1CCCCC1)C2	5%
CCOCCCNC(=S)N1CCN(c2nc(-c3ccccc3)cs2)CC1	-2%
Cc1ccc(OCC(=O)NNC(=O)CSC(=S)N2CCCC2)cc1	-8%
CC1CCCN(C(=O)COC(=O)Cc2c[nH]c3ccccc23)C1 (centres undefined)	2%
Cc1cc(OCCCN2CCCC2)ccc1Cl	-2%
O=C(OCC(=O)N1CCCc2ccccc21)c1ccccc1[N+](=O)[O-]	-13%
C[C@]12c3[nH]c4ccc(Cl)cc4c3CCN1C(=O)[C@@H](CC(=O)NCCC1=CCCCC1)C[C@@H]2C(=O)N1CCCCC1	4%
CC1(C)NC(=O)N(CC(=O)N2CCN(c3cccc(Cl)c3)CC2)C1=O	3%
CCOC(=O)[C@@H]1[C@H]2COc3ccc(Br)cc3[C@H]2N2C(=O)N(c3ccc(C)cc3)C(=O)[C@@]12C	5%
COc1ccc(NC(=O)C2=CC=CN3CCS(=O)(=O)N=C23)c(OC)c1	1%
COc1ccc(OC)c(S(=O)(=O)NC2CC(=O)N(c3cccc(F)c3)C2)c1 (centres undefined)	-1%
COc1ccc(NC(=O)CN(C)C(=O)CCCN2C(=O)c3cccc4cccc(c34)C2=O)cc1	-2%
CC(Oc1ccc2c3c(c(=O)oc2c1)CCC3)C(=O)NCC1CCC(C(=O)O)CC1 (centres undefined)	2%
Cc1ccc(C(C)C)c(OCCCCN2CCNCC2)c1	-8%
CCc1noc(C)c1C(=O)OCC(=O)Nc1nc(-c2ccc(F)c(F)c2)cs1	7%
O=C(CSc1nc2ncc(Cl)cc2[nH]1)N1CCOCC1	8%
NC(=O)c1ccc(C2SCC(=O)N2CCc2ccccc2)cc1 (centres undefined)	6%
